COUP-TFII inh – NR2F2 transcriptional activity inhibitors, primary screen, cell-based, luciferase reporter, HEK293T, luminescence; HEK293T NGFI-A luciferase reporter; COUP transcription factor 2 (Homo sapiens), P24468; 0.7% of 370,000 active; inhibition, % at 8.6 µM; AID 686940, 2013;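 active means inhibition above a per-plate cutoff, mean inhibition of test wells between control levels plus 3 SD, cut at about 38% in these data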;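 further: cells cotransfected with COUP-TFII expression vector driving the NGFI-A reporter; 0% = median of COUP-TF2 test wells and 100% = reporter-only cells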
NCOA1 inh – SRC1 coactivator transcriptional activity inhibitors, primary screen, cell-based, luminescence | Nuclear receptor coactivator 1 (Homo sapiens), Q15788 | inhibition, % at 3.6 µM | 0.12% of 360,000 active | HEK293 GAL4-SRC1 luciferase reporter | AID 588354, 2011;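 active means inhibition above the campaign mean plus 3 SD, with each screening campaign given its own cutoff, cut at about 60% in these data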;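 further: 0% = DMSO treated cells and 100% = gossypol at 36 µM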
Vif inh – HIV Vif self-association inhibitors, primary screen, imaging, HEK293T, single point. HEK293T cells, Vif self-association by quenched fluorescence, 24 h. 0.35% of 340,000 active. AID 602346, 2012. inhibition, % at 7.49 µM; in the data active means inhibition above about 50%, passing the limit was not always enough; further: some results filed as inactive read as strong as hits
LMP1 NFkB inh – EBV LMP1-driven NF-kappaB luciferase reporter inhibitors, primary screen, cell-based, luminescence, single point | LMP1-induced NF-kappaB luciferase reporter cells | inhibition, % at 12.5 µM | 0.69% of 350,000 active | AID 504558, 2011; in the data active means inhibition above about 41%;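 further: 0% = neutral control wells and 100% = reference inhibitor control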
TLR9-MyD88 inh – inhibitors of TLR9-MyD88 association in cells, primary screen, cell-based, CHO, BLA complementation, fluorescence | 0.21% of 340,000 active | CCF4 FRET ratio | inhibition, % at 4.98 µM | AID 504734, 2011;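 active means inhibition above the mean over all tested compounds plus 3 SD, cut at about 21% in these data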;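 further: 0% = DMSO only wells and 100% = clavulanate BLA inhibitor control wells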
TROY NFkB inh – inhibitors of TROY-driven NF-kB signaling, primary screen, Q293 LMP1-TROYcd cells, NF-kB luciferase, uHTS; Q293 LMP1-TROYcd NF-kB luciferase reporter, 4 h; inhibition, % at 10 µM; 0.98% of 360,000 active; AID 1347056, 2019;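 active means compounds whose plate-normalised and pattern-corrected inhibition of the luciferase reporter signal at the single screening dose is 50% or more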
LRH-1 inv ag – LRH-1 (NR5A2) inverse agonists, primary screen, cell-based, luminescence, HEK293T, StAR-luciferase reporter; Nuclear receptor subfamily 5 group A member 2 (Homo sapiens), O00482; LRH-1 transfected, 24 h; inhibition, % at 3.6 µM; 0.13% of 360,000 active; AID 602396, 2012;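 active means inhibition above the mean inhibition of all tested compounds plus 3 SD, cut at about 73% in these data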;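 further: 0% = DMSO wells and 100% = reporter-only cells lacking LRH-1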
SRC3 inh – SRC3 coactivator transcriptional activity inhibitors, primary screen, cell-based, luminescence; Nuclear receptor coactivator 3 (Homo sapiens), Q9Y6Q9; HEK293 GAL4-SRC3 luciferase reporter; inhibition, % at 3.6 µM; 0.17% of 360,000 active; AID 588352, 2011;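 active means inhibition above a per-campaign cutoff, the mean of all compounds plus 3 SD, cut at about 60% in these data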;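 further: 0% = DMSO-treated cells and 100% = gossypol-treated cells at 36 µM; higher means less SRC3-driven luciferase light from the GAL4 reporter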
C8 TRAIL sens – viability loss with TRAIL in NB7+C8 cells, primary screen, TRAIL sensitizer project, cell-based, ATPlite luminescence | inhibition (viability loss, TRAIL sensitization), % at 10 µM | 1% of 360,000 active | AID 624354, 2012;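 active means compounds causing at least 50% loss of cell viability in the single-dose screen, relative to plate controls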
SRC2 inh – inhibition of GAL4-SRC2 driven luciferase reporter, primary screen, SRC2 inhibitor project, cell-based, luminescence; Nuclear receptor coactivator 2 (Homo sapiens), Q15596; HEK293 GAL4-SRC2 luciferase reporter; inhibition, % at 9 µM; 0.17% of 370,000 active; AID 651957, 2012;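 active means inhibition above the mean inhibition of all tested compounds plus 3 SD, set per campaign, cut at about 52% in these data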;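 further: 0% = DMSO treated cells and 100% = cells given Gossypol at 36 µM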
NOD2-RIPK2 inh – NOD2-RIPK2 binding disruptors in cells, primary screen, fluorescence, CHO cells, BLA complementation; Receptor-interacting serine/threonine-protein kinase 2 (Homo sapiens), O43353; CCF4 ratio; inhibition, % at 4.98 µM; 0.38% of 360,000 active; AID 624267, 2012; in the data active means inhibition above about 21%;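 further: 0% = vehicle only and 100% = reference blocker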
* marks the source's active call; other numbers are inactive results; . = no result given.

Molecule	COUP-TFII inh	NCOA1 inh	Vif inh	LMP1 NFkB inh	TLR9-MyD88 inh	TROY NFkB inh	LRH-1 inv ag	SRC3 inh	C8 TRAIL sens	SRC2 inh	NOD2-RIPK2 inh
COc1ccccc1NC(=O)CSc1nnc(Cn2c(=O)sc3ccccc32)n1C	0	-3	-7	-3	-5	-1	6	10	7	8	-19
O=C(NCc1cc(Cl)cc(Cl)c1)c1ccc2nc(COCCO)[nH]c2c1	9	11	1	.	.	6	-10	-8	-3	-7	-4
O=C(COC(=O)c1cccnc1SC(F)F)NC1CC1	24	5	28	-2	-10	0	5	13	-19	11	-12
CCOc1ccc(C(=O)NC(C(=O)NCc2ccccc2OC)C(C)C)cc1 (stereo unspecified)	-27	-4	5	-3	8	15	-24	23	-16	0	0
O=c1c([N+](=O)[O-])c[nH]c2ccccc12	-7	-57	-4	-15	-7	11	0	-6	6	3	-2
COC(=O)CSc1nnc(CNS(=O)(=O)c2ccc(Br)cc2)n1C	-1	5	6	-1	5	2	2	11	-2	-71	1
COc1ccc2c(c1)CCc1sc(NC(=O)c3ccc(C)cc3)nc1-2	-23	2	-1	5	1	19	6	11	-3	-33	0
CC(C)(C)C(=O)Nc1nnc(SCC(=O)NC2CCCC2)s1	-12	15	0	-2	2	-6	-11	16	10	2	4
C=CCNC(=O)C(=O)Nc1ccc2c(c1)N(S(=O)(=O)c1cccs1)CCC2	0	-4	-6	-12	-6	9	3	4	35	3	-4
Cc1cccc(C(=O)OCC(=O)NC(=O)NCc2ccccc2)c1	3	-9	-1	-4	2	8	1	-20	5	2	6
Cc1ccc(CNC(=O)c2ccccc2NC(=O)CN2CCN(C)CC2)cc1	7	-6	-13	-2	0	11	2	-1	25	-2	-3
Cc1ccc(S(=O)(=O)NCCc2ccncc2)cc1C	-9	-10	-5	3	13	7	14	20	39	-31	-2
FC(F)(F)c1nc2nc(Cl)c(Cl)nc2[nH]1	1	-2	-2	-1	-13	4	-10	13	-9	-22	2
CCOc1ccc(-c2nnc3ccc(SC)nn23)cc1	1	-3	17	8	5	7	4	-6	-7	4	10
CC1CCN(S(=O)(=O)c2ccc(C(=O)N3CCCCC3C(=O)O)cc2)CC1 (stereo unspecified)	-8	3	-8	-3	-7	9	-6	-1	-13	-15	-5

Entries of single compounds from above.
O=C(COC(=O)c1cccnc1SC(F)F)NC1CC1 as listed: COUP-TFII inh: 24; NCOA1 inh: 5; Vif inh: 28; LMP1 NFkB inh: -2; TLR9-MyD88 inh: -10; TROY NFkB inh: 0; LRH-1 inv ag: 5; SRC3 inh: 13; C8 TRAIL sens: -19; SRC2 inh: 11; NOD2-RIPK2 inh: -12
COc1ccc2c(c1)CCc1sc(NC(=O)c3ccc(C)cc3)nc1-2 as listed: COUP-TFII inh: -23; NCOA1 inh: 2; Vif inh: -1; LMP1 NFkB inh: 5; TLR9-MyD88 inh: 1; TROY NFkB inh: 19; LRH-1 inv ag: 6; SRC3 inh: 11; C8 TRAIL sens: -3; SRC2 inh: -33; NOD2-RIPK2 inh: 0

Following part.
Molecule	COUP-TFII inh	NCOA1 inh	Vif inh	LMP1 NFkB inh	TLR9-MyD88 inh	TROY NFkB inh	LRH-1 inv ag	SRC3 inh	C8 TRAIL sens	SRC2 inh	NOD2-RIPK2 inh
COC(=O)c1c(-c2ccc(C)cc2)csc1N	20	3	0	-3	-7	-7	13	-10	-25	-16	-11
CC(=O)N1CCN(S(=O)(=O)c2ccc(C)c([N+](=O)[O-])c2)C1C(C)C (stereo unspecified)	7	11	2	-7	2	-10	6	10	-2	3	-6
CNc1ccc(Oc2c(F)c(F)nc(F)c2F)cc1	-2	-22	-7	-1	-13	-18	12	5	15	6	-10
Cc1ccc(-n2c(SCC(=O)O)nc3sc4c(c3c2=O)CCCC4)cc1	6	-6	-8	-5	7	0	0	-13	-1	2	-2
CCOC(=O)N1CCN(C(=O)c2cccc(OC)c2OC)CC1	11	-12	22	3	9	2	3	28	2	6	-2
CCC(C)(C)n1nnnc1C(c1ccccn1)N1CCCCC1 (stereo unspecified)	4	-30	5	0	2	.	-12	7	-10	0	6
CCCNC(=O)c1ccc(N2CCC3(CC2)CC(c2cccc(Br)c2)=NO3)c(NC(=O)c2ccco2)c1	17	8	-16	20	1	6	3	32	27	17	7
Cc1onc(-c2ccccc2)c1C(=O)Nc1ccc(Cl)cn1	9	-40	0	-3	7	10	23	-3	8	5	-6
CCOC(=O)CC1C(=O)NCCN1S(=O)(=O)c1ccc(Cl)c(Cl)c1 (stereo unspecified)	-6	-3	3	1	-4	11	8	-3	7	-23	13
CCc1noc(C)c1C(=O)NNC(=O)COc1cc(C)ccc1C	13	0	-3	2	-7	-2	-16	-7	-4	-2	-1
O=C(OCC(=O)N1CCOCC1)c1ccc(O)cc1	-25	-10	-5	-5	0	-26	6	-21	5	-46	6
CSc1nc(C)cc(SCCO)n1	14	1	16	-4	8	5	-11	-10	-13	3	2
CCc1cccc(NS(=O)(=O)c2ccc3c(c2)oc(=O)n3C)c1	13	8	-6	-4	-7	17	-1	18	-6	27	4
CCCC1CCC(=NNC(=S)NCCc2ccccc2)CC1 (stereo unspecified)	-15	-2	-4	-5	7	-9	-24	2	-2	1	-10
N#C/C(=C\c1cn[nH]c1-c1ccccc1Br)C(=O)O	-1	6	11	-7	-10	-8	-2	9	-6	-9	-4
CCOC(=O)c1c(S(=O)(=O)NCC(=O)Nc2ccc(F)cc2F)c(C)n(C)c1C	-7	-3	-7	1	13	-12	5	0	6	3	-14
OC(CN(Cc1ccccc1)Cc1ccccc1)c1ccccc1 (stereo unspecified)	14	-1	8	-4	3	3	-14	-5	1	-7	-2
COC(=O)C1(Cc2cc(-c3cccnc3)no2)CCN(C(=O)OC(C)(C)C)CC1	9	-3	7	4	-6	-20	-22	9	3	-1	5
COc1cccc(COC(=O)C2CCN(C(=O)c3ccccc3C)CC2)c1OC	-6	-9	-10	0	-11	24	-14	-11	-12	13	-11
O=c1[nH]nnc2c1cnn2-c1ccccc1	-4	5	-2	9	-8	-21	-31	-4	-9	33	-5
Cc1cccc(OCc2nnc(SCC(=O)N3CCN(C(=O)c4ccco4)CC3)n2C)c1C	.	1	-4	-8	-7	10	0	8	-1	.	2
Cc1[nH]c(=O)[nH]c(=O)c1S(=O)(=O)NCC12CC3CC(CC(C3)C1)C2	-1	-8	8	8	4	-17	-11	2	-2	-5	-5
CCN(CC)c1nc2cc(C)ccc2cc1/C=C(\C#N)C(N)=O	19	0	-5	5	10	-25	-1	4	-27	10	-6
O=C(NCCc1ccccc1)c1cccnc1N1CCCCCC1	7	12	-6	1	0	-24	-35	15	-8	-19	-1
CCOC(=O)[C@H]1[C@H]2COc3cc(OC)ccc3[C@@H]2N2C(=O)N(c3cccc(F)c3)C(=O)[C@@]12C	7	-10	-5	3	5	-15	-10	2	7	6	4
COc1ccc(/C(O)=C2/C(=O)C(=O)N(c3ncccn3)C2c2ccc(OC)c(OC)c2)cc1 (stereo unspecified)	11	9	4	-19	8	1	8	11	8	-19	2
COCCn1cnc2c1c(=O)n(CC(=O)OCC(=O)NCCCc1ccccc1)c(=O)n2Cc1ccccc1	7	8	-9	0	-1	-5	27	-1	-2	-10	-7
CC(Sc1ncn[nH]1)C(=O)NCc1ccccc1 (stereo unspecified)	-13	-7	2	-8	3	0	0	6	3	-17	-8
Cc1cc(=O)n(C)c(=O)n1CCCCOc1ccc([N+](=O)[O-])cc1	-7	-14	-1	2	6	-4	10	21	1	-4	-3
CSc1ccc(C(=O)C2CCCN(C(=O)c3nn(C)c(=O)c4ccccc34)C2)cc1 (stereo unspecified)	17	0	-18	2	2	21	-12	7	7	3	-3
CCOc1ccccc1N(CC(=O)N1CCCC1)S(C)(=O)=O	14	-23	-3	49*	-5	6	10	3	6	-49	10
CCOC(=O)c1c(C)[nH]c(C(=O)NNC(=O)c2ccccc2F)c1C	-29	-66	-5	-17	-5	-17	-94	-57	0	-33	-13
COc1cccc(NC(=O)C(=O)NCCCN2CCCC2=O)c1	-26	-59	-5	-9	-2	-31	-54	-42	6	-59	4
CCOCCc1nnc(NC(=O)Cc2ccc(Br)cc2)s1	21	4	-4	5	2	-1	-3	-4	6	-24	-4
CC(C)N(C)S(=O)(=O)c1ccc(Cl)c(C(=O)O)c1	5	-2	-5	-2	6	-4	6	2	-1	10	1
O=C(CSCCO)Nc1ccccc1	-1	-7	13	2	-4	-17	6	15	-14	-24	-2

By substructure: those above containing an NH in an aromatic ring.
Molecule	COUP-TFII inh	NCOA1 inh	Vif inh	LMP1 NFkB inh	TLR9-MyD88 inh	TROY NFkB inh	LRH-1 inv ag	SRC3 inh	C8 TRAIL sens	SRC2 inh	NOD2-RIPK2 inh
O=C(NCc1cc(Cl)cc(Cl)c1)c1ccc2nc(COCCO)[nH]c2c1	9	11	1	.	.	6	-10	-8	-3	-7	-4
O=c1c([N+](=O)[O-])c[nH]c2ccccc12	-7	-57	-4	-15	-7	11	0	-6	6	3	-2
FC(F)(F)c1nc2nc(Cl)c(Cl)nc2[nH]1	1	-2	-2	-1	-13	4	-10	13	-9	-22	2
N#C/C(=C\c1cn[nH]c1-c1ccccc1Br)C(=O)O	-1	6	11	-7	-10	-8	-2	9	-6	-9	-4
O=c1[nH]nnc2c1cnn2-c1ccccc1	-4	5	-2	9	-8	-21	-31	-4	-9	33	-5
Cc1[nH]c(=O)[nH]c(=O)c1S(=O)(=O)NCC12CC3CC(CC(C3)C1)C2	-1	-8	8	8	4	-17	-11	2	-2	-5	-5
CC(Sc1ncn[nH]1)C(=O)NCc1ccccc1 (stereo unspecified)	-13	-7	2	-8	3	0	0	6	3	-17	-8
CCOC(=O)c1c(C)[nH]c(C(=O)NNC(=O)c2ccccc2F)c1C	-29	-66	-5	-17	-5	-17	-94	-57	0	-33	-13

These rows are one share of the data (hit frequency here may not be typical).
